Screening data deposited in PubChem BioAssay by Sanford-Burnham Center for Chemical Genomics.
XBP1 UPR activ: activators of adaptive XBP1 UPR arm, primary screen, cell-based, CHO-XBP1 luciferase reporter, luminescence, uHTS; IRE1-XBP1 UPR activation; percent of tunicamycin response, DMSO as zero; activation, % at 20 µM; actives 0.33% (n = 330,000);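 active = versus positive control, 20 µM dose yields 30% or more activation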;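 note: 100% = tunicamycin at 10 µg/mL and 0% = DMSO only wells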
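Material: CHO cell line with stable XBP1 luciferase reporter; schedule: 16-18 h cell attachment at 37 °C, then 6 h compound exposure; signal: glow luminescence from Steady-Glo reagent; medium: serum-containing F12 medium, 10% FBS; benchmarks: tunicamycin 10 µg/mL and vehicle-only wells; read-out: percent activation relative to tunicamycin reference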
Jurkat NFkB inh: inhibitors of induced NF-kB luciferase reporter, primary screen, TCR NF-kB activation inhibitor project, cell-based, luminescence, uHTS. Jurkat, PMA/ionomycin-induced NF-kB luciferase reporter. inhibition, % at 4 µM. actives 0.53% (n = 330,000). AID 435003, 2010; in the data active = inhibition above about 50%
APJ antag: antagonists of human apelin receptor APJ, primary screen, CHO-K1 cells, beta-arrestin complementation, luminescence. P35414. inhibition, % at 20 µM. actives 0.32% (n = 330,000);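 active = inhibition above about 40% at 20 µM, limit read from the data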;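 note: cells challenged with 10 nM apelin-13 agonist together with compound; plate controls were apelin-13 plus DMSO wells for no effect and DMSO wells lacking apelin-13 for full effect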
697 NFkB inh: inhibitors of PMA/ionomycin-induced NF-kB reporter, 697 cells, primary screen, B-cell NF-kB inhibitor project, cell-based, luminescence, uHTS; actives 0.33% (n = 330,000); inhibition, % at 4 µM; AID 435022, 2010; 697 B-cell NF-kB luciferase reporter, 16 h; in the data active = inhibition above about 35%
UPR CHOP act: activators of apoptotic CHOP UPR arm, primary screen, cell-based, CHO-CHOP luciferase reporter, luminescence, uHTS. AID 449763, 2010. activation, % at 10 µM. actives 0.34% (n = 330,000). UPR activation; percent of tunicamycin response over DMSO baseline;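 active = at 10 µM dose, activation of 40% or more, normalized to positive control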;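 note: 100% = tunicamycin at 10 µg/mL and 0% = DMSO alone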
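System: CHO-CHOP luciferase reporter cell line | Buffer or medium: F12 medium containing 10% fetal bovine serum | Doses: One dose, 10 µM in 0.5% DMSO | Times: 6 h compound exposure at 37 °C after overnight seeding | Signal: Luciferase luminescence | Read-out: % activation vs tunicamycin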
tim23-1 inh: growth inhibitors of tim23-1 mutant yeast, primary screen, luminescence, uHTS; S. cerevisiae tim23-1 growth, BacTiter-Glo luminescence, 24 h; inhibition, % at 20 µM; actives 1.3% (n = 330,000); AID 463212, 2010;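 active = growth inhibition of the mutant yeast at or above 50%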;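 note: temperature-sensitive mutant grown at 25 °C; plate controls were DMSO-treated mutant yeast for no effect and medium wells lacking yeast for full effect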
Mdm2 MdmX PPI: inhibitors of human Mdm2-MdmX association, primary screen, cell-based, luminescence, split luciferase, SaOS-2, uHTS; Protein Mdm4 (Homo sapiens) + E3 ubiquitin-protein ligase Mdm2 (Homo sapiens), …; SaOS-2 split-luciferase Mdm2/MdmX complementation; inhibition, % at 8 µM; actives 3% (n = 330,000); AID 485346, 2010;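 active = inhibition of at least 50% at 8 µM in the primary screen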
Target sequence (O15151 whole entry, looked up): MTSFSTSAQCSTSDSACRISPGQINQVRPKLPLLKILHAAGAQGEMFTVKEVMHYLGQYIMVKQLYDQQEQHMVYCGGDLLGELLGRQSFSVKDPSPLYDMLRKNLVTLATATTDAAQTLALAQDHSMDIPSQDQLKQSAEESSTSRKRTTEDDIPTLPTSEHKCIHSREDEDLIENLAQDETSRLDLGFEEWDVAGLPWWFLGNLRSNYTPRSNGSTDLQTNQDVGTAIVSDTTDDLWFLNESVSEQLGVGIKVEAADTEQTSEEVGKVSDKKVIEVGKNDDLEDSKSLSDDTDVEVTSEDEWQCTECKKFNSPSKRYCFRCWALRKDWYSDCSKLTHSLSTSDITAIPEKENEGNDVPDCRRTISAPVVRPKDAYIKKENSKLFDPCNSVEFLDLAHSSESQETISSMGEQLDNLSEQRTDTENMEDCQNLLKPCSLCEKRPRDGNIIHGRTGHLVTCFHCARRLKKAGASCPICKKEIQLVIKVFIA
Target sequence (Q00987 whole entry, looked up): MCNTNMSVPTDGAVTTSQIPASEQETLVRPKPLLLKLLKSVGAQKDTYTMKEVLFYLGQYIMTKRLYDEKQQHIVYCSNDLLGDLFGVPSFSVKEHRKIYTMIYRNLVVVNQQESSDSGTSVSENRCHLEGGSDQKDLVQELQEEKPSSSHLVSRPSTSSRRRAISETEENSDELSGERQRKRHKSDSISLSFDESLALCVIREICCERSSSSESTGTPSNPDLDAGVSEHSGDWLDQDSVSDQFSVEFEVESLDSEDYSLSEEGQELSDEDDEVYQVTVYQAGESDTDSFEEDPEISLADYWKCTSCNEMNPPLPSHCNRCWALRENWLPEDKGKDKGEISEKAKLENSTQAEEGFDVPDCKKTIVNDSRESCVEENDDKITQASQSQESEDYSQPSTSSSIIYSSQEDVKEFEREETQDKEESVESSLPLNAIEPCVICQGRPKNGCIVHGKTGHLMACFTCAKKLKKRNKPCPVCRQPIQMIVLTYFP
APJ ag: agonists of human apelin receptor APJ, primary screen, CHO-K1 cells, PathHunter beta-arrestin, luminescence; P35414; activation, % at 20 µM; 0% DMSO wells, 100% apelin; actives 0.11% (n = 330,000);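 active = activation more than six SD over the plate average, tested at 20 µM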;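 note: 0% = DMSO alone and 100% = apelin-13 at 10 nM; some results filed as inactive read as strong as hits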
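Test system: CHO-K1 APJ beta-arrestin complementation cell line. Amount: cell density 1000 per well. Controls: DMSO negative, 10 nM Apelin-13 positive. Signal: luminescent beta-gal fragment complementation, chemiluminescent substrate. Read-out basis: agonist-driven arrestin binding to APJ. Timing: compound stimulation 90 min at 25 °C, detection 60 min.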
* = called active by the depositor.

1: CCOC(=O)C1CCN(C(=O)c2ccc(Cl)c(S(=O)(=O)N3CCOCC3)c2)CC1
2: O=C(CN1CC(=O)Nc2ccccc21)Nc1ccc(F)c(F)c1
3: CCN(CC)c1nc2ccccc2nc1C(C#N)C(=O)NCCCOC (centres undefined)
4: CC(CCc1ccccc1)NC(=O)[C@@H]1Cc2ccccc2CN1 (some centres undefined)
5: O=C(OCCN=C1NS(=O)(=O)c2ccccc21)c1ccccc1F
6: O=C(O)CCCCCNS(=O)(=O)c1ccc2c(c1)OCCO2
7: COc1ccccc1Nc1ncc(-c2cccs2)s1
8: CCC1(C)Cc2ccccc2-c2nc(NCCO)[nH]c(=O)c21 (centres undefined)
Compound,1,2,3,4,5,6,7,8
XBP1 UPR activ,1,-1,3,-1,0,0,4,2
Jurkat NFkB inh,3,-2,-14,3,13,1,-23,-2
APJ antag,13,-1,0,15,11,9,-10,-6
697 NFkB inh,-12,-6,4,1,-3,19,-38,-47
UPR CHOP act,-1.6,-0.5,3.6,0.2,0.4,1.3,4.7,-1.1
tim23-1 inh,15,16,22,-4,2,-14,31,17
Mdm2 MdmX PPI,15,-7,28,-30,-8,14,-19,2
APJ ag,-3,-1,-6,-1,1,-3,-1,-4

9: O=C(CSc1nnc2ccccn12)NNC(=O)c1cccc([N+](=O)[O-])c1
10: CC1C(=O)CCN(C(C)(C)C)C1C (centres undefined)
11: Cc1cccc(NS(=O)(=O)c2cc(C(=O)N3CCCCCC3)ccc2C)c1
12: N#CCCn1nc(-c2ccc(Cl)cc2)cc1Nc1ccccc1NC(=O)C(F)(F)F
13: COC(=O)CSc1nnc(COc2ccc([N+](=O)[O-])cc2)n1C
14: Cc1cccc(C)c1NC(=O)CN(C)C(=O)c1ccc2nc[nH]c2c1
15: O=[N+]([O-])C1C(c2ccccc2)=NOC1c1ccccc1O (centres undefined)
16: CCOc1ccc(NC(=O)c2ccc(CSc3nnc(C)s3)cc2)cc1
Compound,9,10,11,12,13,14,15,16
XBP1 UPR activ,-1,-2,-4,-3,-2,-2,-1,0
Jurkat NFkB inh,-9,3,2,3,-4,8,-13,-11
APJ antag,-8,-2,-1,-3,-11,1,-5,7
697 NFkB inh,21,24,17,-33,-14,3,-9,-10
UPR CHOP act,0.0,-1.6,0.7,0.7,0.3,-0.4,2.4,1.0
tim23-1 inh,-17,9,11,22,19,4,17,-7
Mdm2 MdmX PPI,18,10,17,24,-5,-2,11,3
APJ ag,-2,-4,2,0,-1,9,-4,0

3 structures out of the list, arranged by number of heavy atoms, rising:
8: CCC1(C)Cc2ccccc2-c2nc(NCCO)[nH]c(=O)c21 (centres undefined)
5: O=C(OCCN=C1NS(=O)(=O)c2ccccc21)c1ccccc1F
16: CCOc1ccc(NC(=O)c2ccc(CSc3nnc(C)s3)cc2)cc1
Compound,8,5,16
XBP1 UPR activ,2,0,0
Jurkat NFkB inh,-2,13,-11
APJ antag,-6,11,7
697 NFkB inh,-47,-3,-10
UPR CHOP act,-1.1,0.4,1.0
tim23-1 inh,17,2,-7
Mdm2 MdmX PPI,2,-8,3
APJ ag,-4,1,0

(more compounds)
17: Cc1ccc(N2CC(C(=O)OCc3nnc(-c4ccccc4)o3)CC2=O)cc1 (centres undefined)
18: CC(C)c1c(C(=O)N/N=C/C=C/c2ccccc2)nnn1-c1nonc1N
19: Cc1ccc(OCC2Cn3c(nc4c3c(=O)[nH]c(=O)n4C)O2)cc1C (centres undefined)
20: Cc1cccc(-n2ccc(=O)c(C(=O)Nc3ccc(S(=O)(=O)N4CCOCC4)cc3)n2)c1
21: Cc1cccc(C)c1NC(=O)CNC(=O)c1ccc(NS(=O)(=O)c2ccc3[nH]c(=O)[nH]c3c2)cc1
22: CCOc1ccc(NC(=O)c2ccc3nccnc3c2)cc1
23: CCOC(=O)C1=C(COC(=O)/C=C/c2ccc(C)o2)NC(=O)NC1C (centres undefined)
24: CCC[C@@H](O)c1cc2cc(OC)c(OC)cc2c(=O)o1
Compound,17,18,19,20,21,22,23,24
XBP1 UPR activ,2,2,-3,-4,-1,-1,-2,1
Jurkat NFkB inh,-15,-16,0,10,4,-30,22,-3
APJ antag,15,1,13,17,9,-1,8,8
697 NFkB inh,-6,-7,-24,4,10,-41,12,13
UPR CHOP act,1.8,4.2,-0.2,-1.3,1.4,2.8,0.4,-0.1
tim23-1 inh,29,21,21,-3,-11,-3,8,8
Mdm2 MdmX PPI,-4,18,-17,-12,9,-9,-21,-8
APJ ag,-3,6,-2,-4,-4,-3,-4,-1

25: COc1ccc(CCNC(=O)Cn2nnc(-c3ccccc3F)n2)cc1OC
26: COc1cccc(/C=N/n2c(-c3cc(C)[nH]n3)n[nH]c2=S)c1OC
27: CN1c2ccccc2C(C)(C)C12C=Cc1cc(O)ccc1O2 (centres undefined)
28: O=C(COc1ccccc1Cl)NC(=O)NC1CCCCC1
29: Cc1ccccc1NS(=O)(=O)c1cccc(C(=O)Nc2cccc(C(=O)O)c2)c1
30: O=C1CCC(=O)N1c1ccc(S(=O)(=O)N2CCCC2)cc1
31: O=C(Cc1csc(Nc2nc(=S)[nH]c3ccccc23)n1)NCCCN1CCN(c2ccccc2F)CC1
32: CC(=O)c1sc(NC(=O)CSC(C)C(=O)Nc2cc(C)on2)nc1-c1ccccc1 (centres undefined)
Compound,25,26,27,28,29,30,31,32
XBP1 UPR activ,0,0,-5,3,-4,4,64*,1
Jurkat NFkB inh,4,-15,1,-12,9,2,-12,25
APJ antag,26,-17,-3,4,-6,-1,27,28
697 NFkB inh,0,-11,-64,-10,6,3,-4,22
UPR CHOP act,2.2,1.4,2.6,4.7,1.6,1.9,2.9,2.4
tim23-1 inh,17,-8,55*,31,-3,10,31,15
Mdm2 MdmX PPI,-19,12,36,-4,-5,0,98*,21
APJ ag,1,5,5,-6,-2,-5,-3,-7

33: Cc1ccc2nc(NC(=O)C3CCN(S(=O)(=O)c4cccnc4)CC3)sc2c1
34: C=CCN(CC=C)C(=O)c1ccc2nc(Cc3ccc(OC)c(OC)c3)oc2c1
35: COc1cccc(C(=O)NC2CCN(C(=O)N3c4ccccc4Sc4ccccc43)CC2)c1
36: O=C(c1ccc(Cl)c(S(=O)(=O)N2CCCCC2)c1)N1CCCC1
37: CCc1c(C)sc(NC(=O)c2cnn3cccnc23)c1C#N
38: COC(=O)c1cc(C(=O)Nc2ccc(Cl)cn2)cc([N+](=O)[O-])c1
39: COC(=O)NC1CCS(=O)(=O)C1 (centres undefined)
40: CSc1ncccc1C(=O)OCc1ccc(C#N)cc1
Compound,33,34,35,36,37,38,39,40
XBP1 UPR activ,-2,-8,-5,-8,-1,-1,-1,2
Jurkat NFkB inh,0,20,-2,-3,-31,17,-5,10
APJ antag,-7,-1,-17,-5,-7,-15,15,4
697 NFkB inh,-8,-57,-5,-4,-2,13,1,18
UPR CHOP act,0.8,0.1,4.3,-2.1,0.7,0.6,-1.2,1.6
tim23-1 inh,13,12,20,22,14,-2,4,-9
Mdm2 MdmX PPI,11,4,45,-10,20,-22,-16,3
APJ ag,0,-2,-3,0,-4,2,-1,1

41: COc1ccccc1OCC(=O)NNC(=O)CSC(=S)N1CCCC1
42: Nc1ccc(C(=O)N/N=C/c2cn(Cc3ccc(F)cc3)c3ccccc23)cc1
43: CC(C)OCCCNC(=O)c1sc(=S)n(C)c1N
44: COc1ccccc1NS(=O)(=O)c1cccc(C(=O)NN=C2CCCCCC2)c1
45: CCCCCCn1c(NCC)nc2c1c(=O)[nH]c(=O)n2C
46: Cc1ccc(N2CCN(Cc3ccccc3)CC2=O)c(C)c1
47: O=C(O)CCC(=O)NNC(=O)COc1ccc2ccccc2c1Br
48: CCOC(=O)C1C(=O)CC(C)(O)C(C(=O)OCC)C1c1cc(Br)ccc1OC (centres undefined)
49: O=C(Nc1ccc(N2CCN(Cc3ccccc3F)CC2)cc1)c1ccccc1[N+](=O)[O-]
50: Cc1oc(-c2ccc(Cl)cc2)nc1CSCC(=O)NCCCN1CCOCC1
51: Cn1c(=O)oc2cc(S(=O)(=O)NCc3ccccn3)ccc21
Compound,41,42,43,44,45,46,47,48,49,50,51
XBP1 UPR activ,-4,-2,1,-2,-2,-2,-2,-1,3,1,-1
Jurkat NFkB inh,-1,13,-1,10,21,-12,-15,-15,11,4,-2
APJ antag,6,1,15,-44,5,-4,20,16,8,12,9
697 NFkB inh,6,28,17,6,26,7,-4,11,4,-2,6
UPR CHOP act,0.9,-1.6,0.6,-1.0,-1.7,0.3,0.5,-1.0,-1.1,-0.1,-2.2
tim23-1 inh,9,20,11,-9,3,7,2,31,11,14,12
Mdm2 MdmX PPI,-15,5,-18,20,29,2,11,18,23,-18,30
APJ ag,-3,5,-1,0,-2,2,-2,-4,-3,-2,-6

Filtered by structure: the compounds so far with an NH in an aromatic ring (7)
8: CCC1(C)Cc2ccccc2-c2nc(NCCO)[nH]c(=O)c21 (centres undefined)
14: Cc1cccc(C)c1NC(=O)CN(C)C(=O)c1ccc2nc[nH]c2c1
19: Cc1ccc(OCC2Cn3c(nc4c3c(=O)[nH]c(=O)n4C)O2)cc1C (centres undefined)
21: Cc1cccc(C)c1NC(=O)CNC(=O)c1ccc(NS(=O)(=O)c2ccc3[nH]c(=O)[nH]c3c2)cc1
26: COc1cccc(/C=N/n2c(-c3cc(C)[nH]n3)n[nH]c2=S)c1OC
31: O=C(Cc1csc(Nc2nc(=S)[nH]c3ccccc23)n1)NCCCN1CCN(c2ccccc2F)CC1
45: CCCCCCn1c(NCC)nc2c1c(=O)[nH]c(=O)n2C
Compound,8,14,19,21,26,31,45
XBP1 UPR activ,2,-2,-3,-1,0,64*,-2
Jurkat NFkB inh,-2,8,0,4,-15,-12,21
APJ antag,-6,1,13,9,-17,27,5
697 NFkB inh,-47,3,-24,10,-11,-4,26
UPR CHOP act,-1.1,-0.4,-0.2,1.4,1.4,2.9,-1.7
tim23-1 inh,17,4,21,-11,-8,31,3
Mdm2 MdmX PPI,2,-2,-17,9,12,98*,29
APJ ag,-4,9,-2,-4,5,-3,-2
